Screening data (PubChem)
TDP1 inh = inhibitors of human tyrosyl-DNA phosphodiesterase TDP1; Q9NUW8; recombinant TDP1, AlphaScreen DNA substrate cleavage; Potency, µM (highest dose often 130 µM), without a hit: top-dose activity change, negative = inhibition, hits mostly inhibitors; actives 0.28% (n = 350,000); also: nearly all actives have a fitted effect of over 40% in size
Target sequence (Q9NUW8 whole entry, looked up): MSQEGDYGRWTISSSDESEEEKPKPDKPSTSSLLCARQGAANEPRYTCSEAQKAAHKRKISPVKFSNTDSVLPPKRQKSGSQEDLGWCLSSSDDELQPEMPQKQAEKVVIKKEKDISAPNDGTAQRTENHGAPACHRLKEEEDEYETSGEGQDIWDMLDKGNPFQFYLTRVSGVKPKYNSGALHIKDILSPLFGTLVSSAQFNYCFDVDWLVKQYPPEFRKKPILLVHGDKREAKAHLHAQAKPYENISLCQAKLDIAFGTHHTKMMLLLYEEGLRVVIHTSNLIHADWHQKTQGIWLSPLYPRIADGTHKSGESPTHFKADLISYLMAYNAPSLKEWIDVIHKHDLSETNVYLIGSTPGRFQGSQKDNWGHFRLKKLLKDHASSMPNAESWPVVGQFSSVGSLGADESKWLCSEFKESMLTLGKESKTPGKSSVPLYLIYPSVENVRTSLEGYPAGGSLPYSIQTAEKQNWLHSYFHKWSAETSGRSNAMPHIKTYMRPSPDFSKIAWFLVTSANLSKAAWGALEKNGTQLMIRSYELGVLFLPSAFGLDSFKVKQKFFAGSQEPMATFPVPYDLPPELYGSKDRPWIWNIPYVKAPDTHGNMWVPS
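Compounds were preincubated with Tdp1 (1 nM final) for 15 min at room temperature before substrate (15 nM final) started a 5 min reaction; beads (10 ug/ml final) were then added for 10 min before AlphaScreen detection.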
N370S GC = inhibits or activates N370S mutant glucocerebrosidase; Potency, µM (series often up to 59.4 µM), for inactives: at the highest dose activity change, negative = inhibition, actives largely listed as inhibitors; P04062; actives 0.092% (n = 330,000); N370S GC spleen homogenate, 4MU-glucoside fluorescence; AID 2101;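 also: 0% = full enzyme activity and -100% = no enzyme basal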
FEN1 inhibitor = inhibitors of human flap endonuclease 1; actives 0.35% (n = 390,000); Potency, µM (titrated, usually from 114 µM), for inactives: at the highest dose activity change, negative = inhibition, usual class: inhibitors; Recombinant FEN1 flap cleavage, fluorescence, 15 min; AID 588795; P39748; also: nearly all actives have a fitted effect of over 65% in size
Target sequence (P39748 whole entry, looked up): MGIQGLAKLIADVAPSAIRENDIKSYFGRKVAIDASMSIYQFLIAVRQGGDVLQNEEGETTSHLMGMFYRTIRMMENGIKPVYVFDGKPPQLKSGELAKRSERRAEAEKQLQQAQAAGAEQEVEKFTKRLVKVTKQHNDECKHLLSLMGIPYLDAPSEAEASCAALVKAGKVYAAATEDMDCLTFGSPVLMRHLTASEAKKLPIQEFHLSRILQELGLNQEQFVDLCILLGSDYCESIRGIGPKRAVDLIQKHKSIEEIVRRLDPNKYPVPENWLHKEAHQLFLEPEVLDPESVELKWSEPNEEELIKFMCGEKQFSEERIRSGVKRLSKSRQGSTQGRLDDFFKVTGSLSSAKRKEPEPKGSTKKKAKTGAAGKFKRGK
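Concentration–response screening of FEN1 (10 nM): 15 min compound preincubation at room temperature, reaction started with 50 nM substrate and read at 0 and 15 min. Corrected, normalized data were fitted by a four-parameter Hill equation.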
Starred values were filed as active, the others as inactive; ? = inconclusive; . = not tested or not shown; & = joins results of further samples; [ ] = remark or other dose. Calls follow the shape of the dose curve; as a rule, active = well fitted curve in the direction sought with a large enough effect; inconclusive = small, poorly fitted or top-dose-only effect, or another doubt; inactive = no such curve, though single readings can be large; an effect the other way counts as inactive or inconclusive. Unless noted, % is scaled to controls: 0 for no effect and ±100 for the full control effect; potency is read from the fitted curve at half-maximal effect.

Sample of the layout:
SMILES	TDP1 inh	N370S GC	FEN1 inhibitor
Cc1ccc(C)c(N(C)C(=O)COc2cc(=O)n(C)c3ccccc23)c1	3%	-1%	20%
O=C(Nc1nnc(C2CC2)s1)C1CC(=O)N(c2ccc3c(c2)OCCO3)C1 (stereo not drawn)	.	-12%	11%

The list itself (from the top)
SMILES	TDP1 inh	N370S GC	FEN1 inhibitor
Cc1ccc(C)c(N(C)C(=O)COc2cc(=O)n(C)c3ccccc23)c1	3%	-1%	20%
O=C(Nc1nnc(C2CC2)s1)C1CC(=O)N(c2ccc3c(c2)OCCO3)C1 (stereo not drawn)	.	-12%	11%
CCOC(=O)CN1CCc2c(C)nc3c(-c4ccc(OC)c(OC)c4)cnn3c21	4%	-1%	3%
COc1ccccc1N=CC=C1OC(C)(C)C(C)(C)O1	6%	-6%	-5%
CCCN1CCN(C(=O)c2ccc3nc(CC)c(CC)nc3c2)CC1	.	-2%	2%
CC(C)=C(NC(=O)c1ccccc1)C(=O)N1CCOCC1	-4%	6%	-8%
O=C(COC(=O)c1ccccc1Sc1ccc(C(F)(F)F)cc1[N+](=O)[O-])NC(=O)NC1CCCC1	3%	3%	2%
CCCCCN(C(=O)CCC(=O)OCC(=O)N(CC)c1ccccc1)c1c(N)n(CCCC)c(=O)[nH]c1=O	-9%	-9%	-5%
O=C(N/N=C/c1cccnc1)c1[nH]ncc1Br	8%	1%	5%
CCOCCn1c(N2CCCC2)nc2c1c(=O)n(C)c(=O)n2C	.	4%	-8%
CCCN1CCC(Oc2cccc(C(=O)NCCc3ccccc3)c2)CC1	-1%	-12%	-3%
Cc1ccccc1OCCn1c(CCNC(=O)C(C)(C)C)nc2ccccc21	3%	.	10%
COc1ccc(N(CC(=O)NC2CCCCC2)C(=O)CCC(=O)Nc2nc(C)cs2)cc1	-5%	-18%	0%
COC(=O)CN(c1ccccc1)S(=O)(=O)c1cc(Br)ccc1OC	3%	6%	-13%
Cc1cc(N2CCOCC2)n2nc(C)c(-c3ccccc3)c2n1	3%	7%	-1%
CCOC(=O)C(NC(=O)CC)(Nc1cc(C)on1)C(F)(F)F (stereo not drawn)	-2%	-1%	2%
CCC(=O)Nc1ccc(C(=O)N/N=C/c2ccc([N+](=O)[O-])cc2)cc1	2%	3%	-10%
CCc1cccc2c(C(=O)CN3C(=O)NC4(CCCCC4)C3=O)c[nH]c12	0%	.	-1%
O=C(Nc1ccc(C(=O)N2CCN(c3cccc(Cl)c3)CC2)cc1)c1nsc2ccccc12	3%	.	-3%
Cc1ccc([N+](=O)[O-])cc1NC(=O)Cc1ccc(F)cc1	5%	2%	2%
COc1ccc(NC(=S)N/N=C/c2cccn2Cc2ccccc2F)cc1	5%	7%	-4%
Cn1cc(-c2nc3ccccc3[nH]2)c2ccccc21	2%	4%	?
CC1CCN(CC(=O)N2CC(=O)Nc3ccccc32)CC1	-9%[56.1 µM]	6%	1%
COc1ccccc1C(=O)NC(=O)Nc1ccc(-n2nc(C(F)(F)F)cc2C(F)(F)F)cc1	-2%	.	-9%

Quoted at random: 4 records from the list
SMILES	TDP1 inh	N370S GC	FEN1 inhibitor
Cc1ccc([N+](=O)[O-])cc1NC(=O)Cc1ccc(F)cc1	5%	2%	2%
CCCN1CCC(Oc2cccc(C(=O)NCCc3ccccc3)c2)CC1	-1%	-12%	-3%
Cc1ccccc1OCCn1c(CCNC(=O)C(C)(C)C)nc2ccccc21	3%	.	10%
O=C(Nc1nnc(C2CC2)s1)C1CC(=O)N(c2ccc3c(c2)OCCO3)C1 (stereo not drawn)	.	-12%	11%

Continuation:
SMILES	TDP1 inh	N370S GC	FEN1 inhibitor
CCc1ccc(C(=O)c2cn(CC(=O)Nc3ccc(OC)c(Cl)c3)c3nc(C)ccc3c2=O)cc1	-3%	.	-12%
CS(=O)(=O)N(Cc1ccc(C(=O)Nc2ccccc2Sc2ccccc2)cc1)c1ccccc1	5%	-3%	-7%
CCCCN(CCCC)CCCNC(=O)CN1C(=O)COc2ccc(S(=O)(=O)N3CCC(C)CC3)cc21	-2%	-27%	-9%
Cc1c(Cl)cnc(NC(=O)COC(=O)c2ccc(S(=O)(=O)NCc3ccco3)cc2)c1Cl	?	-1%	5%
COc1ccc(C2NS(=O)(=O)OCC2C)cc1 (stereo not drawn)	.	3%	1%
COc1ccc(CN(C)S(=O)(=O)c2c(C)noc2C)cc1OC	1%	.	0%
O=C(c1ccccc1)c1nc2ccccc2[nH]c1=O	5%	12%	5%
COc1cccc(-n2c(-c3ccco3)nc3c(cnn3-c3ccccc3C)c2=O)c1	7%	.	0%
Cc1cccc(C(C)C)c1NC(=O)C1CN(S(=O)(=O)c2ccccc2)CCN1S(=O)(=O)c1ccccc1 (stereo not drawn)	0%	-4%	12%
CSCC[C@H](NC(=O)OC(C)(C)C)C(=O)NCC1CCC(C(=O)N[C@@H](Cc2ccccc2)C(=O)O)CC1 (stereo partly drawn)	.	-7%	-1%
CCOc1ccc(NCC(=O)Nc2ccc(C)cc2C)cc1	5%	4%	-15%
Cc1cc(NC(=O)C(C)SCC(=O)Nc2ccccc2C(C)(C)C)no1 (stereo not drawn)	.	1%	4%
COc1ccc(C2SCC(=O)N2c2nc3ccccc3s2)cc1 (stereo not drawn)	5%	11%	8%
COc1ccc2oc(-c3ccc(C)c(NC(=O)c4cccnc4)c3)nc2c1	-1%	.	-10%
Fc1ccccc1N1CCN(c2ncnc3c2nc2n3CCCCC2)CC1	2%	.	19%
O=c1[nH]cnc2c1c(-c1ccccc1)cn2-c1ccc(F)cc1	0%	4%	-6%
CC(=O)c1ccc(NC(=O)c2cnsn2)cc1	4%	1%	-1%
COc1cccc(CNC(=O)Cn2ncc3c4ccccc4n(Cc4ccccc4)c3c2=O)c1	5%	.	-5%
CCOC(=O)N1CCc2c(sc(NCc3sccc3C)c2C(=O)Nc2cc(Cl)ccc2OC)C1	4%	.	0%
COc1ccc(C(=O)Cc2cc(OC)c(OC)cc2C(=O)c2ccccc2F)cc1OC	8%	-4%	-2%
CC(OCC(O)CN1CCCCC1CCO)c1ccc(Cl)cc1 (stereo not drawn)	7%	0%	7%
Cc1ccccc1Nc1nc(N)nc(COC(=O)C(NC(=O)c2ccco2)C(C)C)n1 (stereo not drawn)	9%	-3%	1%
CN=C1c2ccccc2CN1c1cccc(C(=O)OC)c1	4%	-25%	5%
COc1ccc(CN2C(=O)[C@@H]3C(c4ccc(F)cc4)=NO[C@@H]3C2=O)cc1	0%	-8%	7%

An excerpt from above in order of the TDP1 inh value, lowest first.
compound	TDP1 inh	N370S GC
COc1ccc2oc(-c3ccc(C)c(NC(=O)c4cccnc4)c3)nc2c1	-1%	.
O=c1[nH]cnc2c1c(-c1ccccc1)cn2-c1ccc(F)cc1	0%	4%
COc1ccc(C(=O)Cc2cc(OC)c(OC)cc2C(=O)c2ccccc2F)cc1OC	8%	-4%

Going on with the list:
SMILES	TDP1 inh	N370S GC	FEN1 inhibitor
Cc1cc(C(=O)Nc2ccc(F)c(Cl)c2)on1	.	-12%	0%
O=C(c1cnc2c(c1)COc1ccc(Cl)cc1-2)c1ccccc1O	5%&7%	4%	4%&-3%
O=C(c1cccc(NS(=O)(=O)c2ccc(F)c(F)c2)c1)N1CCCCC1	3%	-2%	2%
C[C@@H]1CN([C@@H](C)CO)C(=O)Cc2cc(NC(=O)Nc3ccc(F)cc3)ccc2O[C@@H]1CN(C)Cc1ccc(Cl)c(Cl)c1	4%	.	8%
O=C(Nc1cccnc1)c1cc(-c2ccc3c(c2)OCO3)on1	?	0%	-8%
Cc1ccc(Cn2nc3c(cc2=O)CCc2ccccc2-3)cc1	-2%	-12%	-16%
CCN(C(=O)c1ccc2c(c1)N(Cc1cccc(Cl)c1)C(=O)c1ccccc1S2=O)c1ccccc1 (stereo not drawn)	5%	.	?
Cc1cccc(C)c1OC(=O)CSc1nnc(-c2ccccc2)o1	-2%	4%	0%
O=C(c1ccc2c(c1)N(Cc1cccc(F)c1)C(=O)c1ccccc1S2)N1CCC2(CC1)OCCO2	3%	.	-21%
CC(C)(C)C(C(=O)n1cccc1C#N)c1ccccc1 (stereo not drawn)	-8%	.	-19%
Cc1nn(CC(=O)OCC(=O)c2ccc(OC(F)F)cc2)c(C)c1[N+](=O)[O-]	0%	.	7%
O=[N+]([O-])c1ccc(S(=O)(=O)N2CCN(c3nc(-c4cccs4)nc4ccccc34)CC2)cc1	4%	.	3%

A portion taken from the entries so far:
SMILES	TDP1 inh	N370S GC	FEN1 inhibitor
Cc1cc(C(=O)Nc2ccc(F)c(Cl)c2)on1	.	-12%	0%
O=C(c1cnc2c(c1)COc1ccc(Cl)cc1-2)c1ccccc1O	5%&7%	4%	4%&-3%
O=C(c1cccc(NS(=O)(=O)c2ccc(F)c(F)c2)c1)N1CCCCC1	3%	-2%	2%

Remaining list, next part.
SMILES	TDP1 inh	N370S GC	FEN1 inhibitor
COc1ccc(N=CC2=C(O)CCCC2=O)cc1	9%	-5%	-13%
O=C(NC1CCCCC1)C(c1ccncc1)N(CC1CCCO1)C(=O)C(F)(F)F (stereo not drawn)	6%	8%[2.35 µM]	4%
COc1ccc(CCN(C)C(=O)Cc2ccc(-c3ccccc3)cc2)cc1OC	6%	-6%	-20%
Nn1cnc2sc3c(c2c1=O)CCC3	-5%	17%	7%
CC(NC(=O)C(CC(=O)OC(C)(C)C)NC(=O)OC(C)(C)C)C(N)=O (stereo not drawn)	0%	4%	-3%
CCOc1ccc(-c2cc(CCCC(=O)NCCC(C)C)no2)cc1	1%	10%	-1%
Cc1ccc(C)c(N2CCN(C(=O)Nc3ccc4c(c3)N(C)C(=O)CS4)CC2)c1	3%	2%	8%
Cc1ccc(NC(=S)N(CCN(C)C)Cc2cc3cc(C)ccc3[nH]c2=O)cc1	-4%	-18%	4%
CN(CC(=O)Nc1ccccc1Cl)C(=O)c1ccc(N2C(=O)CCC2=O)cc1	1%	0%	-2%
COCC(C)NC(C(=O)Nc1cccc(C(C)=O)c1)c1ccccc1 (stereo not drawn)	3%	1%	-2%
COc1cccc(CN2CC(C(=O)NCCn3cccn3)CCC2=O)c1 (stereo not drawn)	2%	-2%	-11%
O=C(COC(=O)c1ccccc1C(=O)c1ccc(Cl)c([N+](=O)[O-])c1)NC1CCCCCC1	8%	16%	0%
CC[C@]1(C(=O)OC)[C@H]2C(=O)N(C)C(=O)[C@H]2[C@H]2CN=C(SCc3ccc(C#N)cc3)N21	2%[56.1 µM]	.	13%
O=C(CSc1ccccc1C(=O)O)NCc1ccccc1	0%	4%	9%
Cc1[nH]n(-c2ccccc2)c(=O)c1/C=N/N1C(=O)c2ccc3c4c(ccc(c24)C1=O)CC3	10%	0%	?
CN(C(=O)CNc1ccccc1Cl)C1CCS(=O)(=O)C1 (stereo not drawn)	0%	.	-3%
CCc1cccc(C)c1NC(=O)c1cc(S(=O)(=O)N2CCOCC2)cn1C	1%	.	11%
COc1cc(/C=N/n2c(C3CCCCC3)n[nH]c2=S)cc(Br)c1O	.	-1%	5%
CC(C)CC1=NN(C(=O)c2cccnc2)C(O)(C(F)(F)F)C1 (stereo not drawn)	5%	-12%	-3%
CCN1CCN(CCCNC(=O)c2ccc3c(c2)sc2nc(-c4ccc(OC)cc4)cn23)CC1	3%	.	-11%
CCCCCc1nc(N)c(C#N)c(-c2ccco2)c1CCCC	-2%	17%	11%
COc1ccccc1/C=C/CN1CCOCC1	-8%	1%	2%
COc1ccc(OC)c(-c2cc(C(=O)N3CCc4ccccc4C3)no2)c1	2%	12%	-22%
COc1ccc(S(=O)(=O)N2CCC(C(=O)NCc3ccco3)CC2)cc1C	.	6%	-6%
CCc1nnc(NC(=O)C2Cc3ccccc3CN2S(=O)(=O)c2ccc(C)cc2)s1 (stereo not drawn)	4%	9%	-12%
Cc1cc(C)c(S(=O)(=O)N2CCOC2CNC(=O)C(=O)NCCCN2CCCC2=O)c(C)c1 (stereo not drawn)	3%	-3%	-4%
CC(=O)c1ccccc1NC(=O)C1CCCN(C(=O)c2ccc(Cl)cc2)C1 (stereo not drawn)	0%	.	-3%
Cn1nnnc1SCc1ccc(CSc2nnnn2C)cc1	3%	5%	-15%
O=C(Nc1ccc(Oc2cccnc2)cc1)c1cccc([N+](=O)[O-])c1	4%	-2%	-29%
CCCCCC(=O)N1c2ccccc2C(C)(c2ccccc2)CC1(C)C (stereo not drawn)	-9%	.	-12%
COc1ccc(-c2nc(CSCC(=O)NCc3ccc4c(c3)OCO4)c(C)o2)cc1	4%	-1%	24%
Cc1nc(OCc2c(C)noc2C)c2ccccc2n1	0%	-12%	1%
COc1ccc(C(CNc2nc(-c3cccnc3)nc3ccccc23)N(C)C)cc1 (stereo not drawn)	11%	-13%	?
O=[N+]([O-])c1ccc(S(=O)(=O)N2CCN(c3ccc(N4CCOCC4)nn3)CC2)cc1	-7%	-2%	1%
CN(C)S(=O)(=O)c1ccc(C(=O)Nc2ccccc2[N+](=O)[O-])cc1	6%	4%	1%
CC(=O)O[C@]1(C(C)=O)CCC2C3C=C(C)C4=CC(=O)CC[C@]4(C)C3CC[C@@]21C (stereo partly drawn)	.	0%	1%
O=C(COC(=O)/C=C/c1cccc(C(F)(F)F)c1)Nc1ccc(Cl)cn1	1%	.	-8%
CCc1c(O)cc2n(c1=O)-c1ccc(Cl)cc1C2(C)C	2%	?	0%
C=CCc1cccc2cc(C(=O)Nc3cccc(C(=O)O)c3)c(=O)oc12	2%	6%	-1%
